Screens: PubChem BioAssay, several laboratories
HTRA1 inhibitor: HTRA1 serine protease inhibitors, primary screen, biochemical, fluorescence polarization, HTS | Q92743 | recombinant HTRA1, FP-rhodamine activity-based probe | inhibition, % at 5.96 µM | 340,000 compounds, 0.5% hits | AID 504803, 2011; in the data active = inhibition above about 36%;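 note: 0% = enzyme with DMSO and 100% = wells lacking enzyme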
NR1D1 modulator: modulators of Rev-erb alpha DNA binding, primary screen, biochemical, FITC-DNA, fluorescence polarization, uHTS. Nuclear receptor subfamily 1 group D member 1 (Homo sapiens), P20393. Rev-erbα–FITC-DNA binding, 90 min. activity, % at 10 µM. 370,000 compounds, 0.79% hits. AID 1259318, 2017;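 active = activity above about 14%, limit read from the data; passing the limit was not always enough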;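 note: 0% = DMSO wells with 35 nM protein and 100% = DMSO wells with 750 nM protein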
Target sequence (P20393 whole entry, looked up): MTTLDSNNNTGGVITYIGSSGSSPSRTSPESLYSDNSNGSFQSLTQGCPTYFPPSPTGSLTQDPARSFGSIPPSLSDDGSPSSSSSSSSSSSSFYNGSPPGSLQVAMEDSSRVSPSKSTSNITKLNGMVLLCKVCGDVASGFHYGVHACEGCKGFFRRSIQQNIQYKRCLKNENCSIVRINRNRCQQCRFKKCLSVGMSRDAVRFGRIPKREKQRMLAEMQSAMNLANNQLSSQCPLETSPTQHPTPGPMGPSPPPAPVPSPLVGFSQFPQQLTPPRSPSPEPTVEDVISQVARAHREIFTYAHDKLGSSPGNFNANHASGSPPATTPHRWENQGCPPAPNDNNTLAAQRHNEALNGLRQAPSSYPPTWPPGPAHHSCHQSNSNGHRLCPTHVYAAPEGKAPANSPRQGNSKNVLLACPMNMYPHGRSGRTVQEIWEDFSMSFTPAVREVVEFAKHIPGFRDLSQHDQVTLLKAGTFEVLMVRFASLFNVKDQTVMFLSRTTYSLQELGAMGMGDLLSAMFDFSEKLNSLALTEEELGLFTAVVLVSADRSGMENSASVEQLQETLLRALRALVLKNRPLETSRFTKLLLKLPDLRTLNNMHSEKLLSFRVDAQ
mABHD4 FP: ABHD4 inhibitors, primary screen, biochemical, fluorescence polarization, mouse. (Lyso)-N-acylphosphatidylethanolamine lipase (Mus musculus), Q8VD66. purified mABHD4, FP-Rh probe fluorescence polarization. inhibition, % at 8.92 µM. 370,000 compounds, 0.54% hits. AID 720543, 2013;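 active = inhibition exceeding the mean over every tested compound plus 3 SD, cut at about 30% in these data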;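 note: 0% = plate median of compound wells and 100% = S159A mutant with DMSO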
Target sequence (Q8VD66 whole entry, looked up): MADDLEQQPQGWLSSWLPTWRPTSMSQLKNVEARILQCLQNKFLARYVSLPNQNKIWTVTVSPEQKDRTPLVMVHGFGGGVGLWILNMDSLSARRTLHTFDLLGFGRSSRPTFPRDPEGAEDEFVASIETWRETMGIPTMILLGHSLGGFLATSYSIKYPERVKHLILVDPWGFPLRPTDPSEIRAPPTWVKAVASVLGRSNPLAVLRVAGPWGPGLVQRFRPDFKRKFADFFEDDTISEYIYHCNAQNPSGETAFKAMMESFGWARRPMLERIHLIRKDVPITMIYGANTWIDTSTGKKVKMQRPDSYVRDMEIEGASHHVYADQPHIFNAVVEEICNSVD
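Assay system: mABHD4 protein; medium: HEPES pH 7.0, NaCl, Pluronic buffer; dosing: 8.92 µM, single dose; schedule: 45 min + 60 min at 25 °C; signal: FP readout, ex 525 nm / em 598 nm; read-out: normalized percent inhibition of probe labeling; repeats: single replicate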
rCAG binder: binders of r(CAG) RNA repeats, primary screen, biochemical, fluorescence | 370,000 compounds, 1.3% hits | inhibition, % at 3 µM | r(CAG) RNA repeat, TO-PRO-1 dye displacement fluorescence | AID 651821, 2012;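 active = inhibition above the plate cutoff, the mean of all test compounds on that plate plus 3 SD, cut at about 35% in these data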;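 note: 0% = DMSO alone and 100% = 100 µM mitoxantrone as full dye displacement; higher means more dye released from RNA so lower well fluorescence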
PG9 Ab binder: binders of HIV-1 gp120 antibody PG9, primary screen, biochemical, TR-FRET; HIV-1 gp120 / PG9 antibody interaction; TR-FRET gp120-PG9 antibody binding; inhibition, % at 6.7 µM; 360,000 compounds, 0.43% hits; in the data active = inhibition above about 8.5%
TCR-CD3 inh: inhibitors of human TCR-CD3 interaction, primary screen, biochemical, fluorescence, TAMRA-labeled TCR probe; inhibition, % at 9.4 µM; 360,000 compounds, 0.37% hits; in the data active = inhibition above about 19%;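 note: recombinant mutant TCR 2C K166C tagged with TAMRA read by polarization; 0% = receptor in buffer alone and 100% = receptor with positive control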
TDP2 inh: human TDP2 enzyme inhibitors, primary screen, biochemical, epi absorbance, recombinant enzyme. Tyrosyl-DNA phosphodiesterase 2 (Homo sapiens), O95551. T5PNP hydrolysis, p-nitrophenol absorbance 415 nm. inhibition, % at 12.8 µM. 370,000 compounds, 0.34% hits. AID 720702, 2013;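 active = inhibition above the mean of all tested compounds plus 3 SD, set per campaign, cut at about 25% in these data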;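 note: 0% = DMSO with enzyme and 100% = buffer with substrate but no TDP2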
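Incubation: 2 h at 37 °C; Test system: recombinant human TDP2; Quantity: enzyme 120 nM; Read-out basis: percent inhibition; Medium: 50 mM Tris-HCl pH 7.5 with Mg2+, KCl, DTT, BSA; Repeats: single replicate; Compound: 12.8 µM single point, 1% DMSO; Signal: epi absorbance; Reagent: 5 mM T5PNP chromogenic substrate; Benchmarks: no-enzyme high, DMSO-plus-enzyme low.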
SIAE primary: human SIAE inhibitors, primary screen, biochemical, fluorescence polarization, FP-Rh probe, 1536-well HTS | Sialate O-acetylesterase (Homo sapiens), Q9HAT2 | SIAE FP-Rh probe binding | inhibition, % at 9.66 µM | 370,000 compounds, 0.69% hits | AID 1053197, 2014;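 active = inhibition above a cutoff: mean of compounds within the control limits plus 3 SD of those, cut at about 17% in these data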;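 note: 0% = plate median of compound wells and 100% = probe without SIAE protein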
LEDGF integ inh: blockers of LEDGF/p75-dependent integrase strand transfer – biochemical, TR-FRET, high throughput, primary screen; AID 743269, 2014; inhibition, % at 3.7 µM; 370,000 compounds, 0.64% hits; TR-FRET IN-LEDGF/p75 DNA integration, Eu/Cy5; HIV-1 integrase (with human LEDGF/p75);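 active = inhibition above the screen-wide mean plus 3 SD, cut at about 13% in these data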;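 note: signal is the Cy5 over europium emission ratio at 671 and 618 nm; 0% = plate median of compound wells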
PRMT1 FP inh: PRMT1 methyltransferase inhibitors, primary screen, biochemical, fluorescence polarization. inhibition, % at 2.79 µM. 370,000 compounds, 1.3% hits. recombinant PRMT1, activity-based probe fluorescence polarization. Protein arginine N-methyltransferase 1 (Homo sapiens), Q99873. AID 652257, 2013;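 active = inhibition above about 21% made by adding two undisclosed values, limit read from the data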
Active calls of the source: *. Not all compounds are listed (hit frequency here may not be typical).

For CC(C)(O)[C@H]1Cc2cc3ccc(=O)oc3cc2O1 the results were HTRA1 inhibitor 4.8, NR1D1 modulator -1.6, mABHD4 FP -3.2, rCAG binder -1.1, PG9 Ab binder 1.4, TCR-CD3 inh 7.0, TDP2 inh -12.6, SIAE primary 3.5, LEDGF integ inh 5.9 and PRMT1 FP inh -3.0.
For C[C@H]1CN=C(Nc2ccccc2)N1CCc1ccc(F)cc1 the results were HTRA1 inhibitor -3.6, NR1D1 modulator -4.4, mABHD4 FP -8.0, rCAG binder 2.3, PG9 Ab binder 2.2, TCR-CD3 inh -8.0, TDP2 inh -2.3, SIAE primary -3.0, LEDGF integ inh 5.4 and PRMT1 FP inh 1.9.
For COc1ccc(NC(=O)C2CCC(C)(C(=O)O)C2(C)C)cc1 (stereo unspecified) the results were HTRA1 inhibitor 1.3, NR1D1 modulator -0.7, mABHD4 FP -9.2, rCAG binder 5.6, PG9 Ab binder -2.1, TCR-CD3 inh 1.6, TDP2 inh -5.4, SIAE primary -0.2, LEDGF integ inh 2.9 and PRMT1 FP inh -3.3.
Screening CCC(C)c1nc2c(c(N3CCC3=O)c1-c1ccccc1)CCCC2 (stereo unspecified) returned HTRA1 inhibitor -5.1, NR1D1 modulator 6.8, mABHD4 FP -10.9, rCAG binder 0.8, PG9 Ab binder 0.4, TCR-CD3 inh -4.7, TDP2 inh -5.7, SIAE primary 1.9, LEDGF integ inh -1.2 and PRMT1 FP inh 1.1.
CC1(C)Cc2c(C#N)c(N)n(-c3ccccc3)c(=O)c2CO1 was read as HTRA1 inhibitor 1.9, NR1D1 modulator 0.6, mABHD4 FP -0.5, rCAG binder -0.2, PG9 Ab binder 0.5, TCR-CD3 inh 9.2, TDP2 inh 6.2, SIAE primary 5.7, LEDGF integ inh 2.6 and PRMT1 FP inh -4.3.
CC(C)[C@H](NC(=O)c1c(F)cccc1F)C(=O)Nc1cccc(Br)c1 was read as HTRA1 inhibitor -2.3, NR1D1 modulator 2.3, mABHD4 FP -1.5, rCAG binder 0.8, PG9 Ab binder -1.3, TCR-CD3 inh 3.0, TDP2 inh 3.0, SIAE primary -4.8, LEDGF integ inh 0.5 and PRMT1 FP inh -1.4.
For CC1CCN(c2nc3c(c(=O)[nH]c(=O)n3C)n2CCSc2ncccn2)CC1 the results were HTRA1 inhibitor 3.1, NR1D1 modulator -2.5, mABHD4 FP 4.2, rCAG binder -1.6, PG9 Ab binder 0.9, TCR-CD3 inh -5.0, TDP2 inh -2.6, SIAE primary -7.6, LEDGF integ inh -3.4 and PRMT1 FP inh 4.1.
For CN(C)S(=O)(=O)c1ccc(C(=O)N2CCN=C2SCc2ccccc2)cc1 the results were HTRA1 inhibitor 0.0, NR1D1 modulator 1.4, mABHD4 FP 2.6, rCAG binder -6.7, PG9 Ab binder -1.1, TCR-CD3 inh 5.0, TDP2 inh 10.9, SIAE primary 6.2, LEDGF integ inh 1.0 and PRMT1 FP inh -0.3.
`CC(C)N(CCNS(=O)(=O)c1ccc(Cl)cc1)C(C)C` gave HTRA1 inhibitor 5.5, NR1D1 modulator 4.7, mABHD4 FP 0.5, rCAG binder -0.9, PG9 Ab binder 2.2, TCR-CD3 inh 7.5, TDP2 inh 10.0, SIAE primary 2.9, LEDGF integ inh -0.2 and PRMT1 FP inh 0.6.
`O=C(NCc1ccccc1Cl)c1ccc[nH]1` gave HTRA1 inhibitor -3.9, NR1D1 modulator -6.1, mABHD4 FP 5.9, rCAG binder 0.2, PG9 Ab binder 1.8, TCR-CD3 inh 8.8, TDP2 inh -5.7, SIAE primary -5.7, LEDGF integ inh -1.6 and PRMT1 FP inh 4.5.
Screening CCCNS(=O)(=O)c1ccc(Oc2ncc(C(F)(F)F)cc2Cl)cc1 returned HTRA1 inhibitor -12.4, NR1D1 modulator -2.1, mABHD4 FP -24.4, rCAG binder -1.7, PG9 Ab binder -1.5, TCR-CD3 inh 3.8, TDP2 inh -5.5, SIAE primary 0.1, LEDGF integ inh 0.7 and PRMT1 FP inh -2.8.
Screening Cc1ccc(C(=O)NCCCN2CCOCC2)o1 returned HTRA1 inhibitor 4.2, NR1D1 modulator -2.1, mABHD4 FP 0.1, rCAG binder 5.6, PG9 Ab binder 0.1, TCR-CD3 inh 1.2, TDP2 inh 5.0, SIAE primary 9.4, LEDGF integ inh -2.9 and PRMT1 FP inh -2.3.
For O=C(Nc1ccncc1)c1ccc2ccccc2c1 the results were HTRA1 inhibitor -6.5, NR1D1 modulator 1.1, mABHD4 FP -1.6, rCAG binder -1.6, PG9 Ab binder 0.9, TCR-CD3 inh 6.6, TDP2 inh -10.2, SIAE primary -3.0, LEDGF integ inh 4.4 and PRMT1 FP inh -9.4.
`COc1cc(/C=C/C(=O)O)ccc1OS(=O)(=O)c1cc(Br)ccc1C` gave HTRA1 inhibitor -15.6, NR1D1 modulator 8.4, mABHD4 FP -33.6, rCAG binder 27.7, PG9 Ab binder 0.4, TCR-CD3 inh 0.5, TDP2 inh 1.6, SIAE primary -12.2, LEDGF integ inh 7.0 and PRMT1 FP inh -3.9.
Screening COc1ccc(C(=O)NC(C)c2nc3ccccc3n2C)cc1OC (stereo unspecified) returned HTRA1 inhibitor 1.4, NR1D1 modulator -0.2, mABHD4 FP 0.8, rCAG binder -1.3, PG9 Ab binder -0.9, TCR-CD3 inh 1.4, TDP2 inh -8.1, SIAE primary 6.4, LEDGF integ inh -0.3 and PRMT1 FP inh 0.7.
Screening COC(=O)C1=C(C)N(CCc2ccc(OC)c(OC)c2)C(=O)C1 returned HTRA1 inhibitor -0.8, NR1D1 modulator 4.9, mABHD4 FP -0.4, rCAG binder 4.8, PG9 Ab binder 1.4, TCR-CD3 inh -1.8, TDP2 inh -4.4, SIAE primary -5.1, LEDGF integ inh 0.0 and PRMT1 FP inh 1.7.
COCCNC(=O)C1CCCN(C(=O)Cc2cccc3ccccc23)CC1 (stereo unspecified) was read as NR1D1 modulator -6.0, mABHD4 FP -0.1, rCAG binder 2.7, PG9 Ab binder 0.3, TCR-CD3 inh 3.1, TDP2 inh -0.8, SIAE primary -4.9, LEDGF integ inh 1.8 and PRMT1 FP inh -3.4.
`C=CCSc1nc2c(N)ncnc2n1C1OC(CO)C(O)C1O` (stereo unspecified) gave HTRA1 inhibitor 11.2, NR1D1 modulator 3.4, mABHD4 FP 0.3, rCAG binder 1.2, PG9 Ab binder -0.6, TCR-CD3 inh 3.4, TDP2 inh -1.9, SIAE primary -5.3, LEDGF integ inh 1.3 and PRMT1 FP inh -7.8.
Screening O=C(CCn1nnc2ccccc21)N1CCN(Cc2ccc3c(c2)OCO3)CC1 returned NR1D1 modulator -7.2, mABHD4 FP -3.0, rCAG binder -0.7, TDP2 inh 6.9, SIAE primary 1.8, LEDGF integ inh 2.7 and PRMT1 FP inh 1.4.
O=C(C(Cl)Cl)N1CCN(Cc2ccccc2)CC1 was read as HTRA1 inhibitor 8.5, NR1D1 modulator -1.9, mABHD4 FP 4.0, rCAG binder -1.1, PG9 Ab binder -2.4, TCR-CD3 inh 8.3, TDP2 inh 3.1, SIAE primary 1.3, LEDGF integ inh 2.0 and PRMT1 FP inh 0.0.
Screening CCOC(=O)c1c(C)nn(-c2ncccc2NC(=O)NC(C)C)c1C returned HTRA1 inhibitor 0.2, NR1D1 modulator 5.1, mABHD4 FP 4.9, rCAG binder -5.3, PG9 Ab binder 0.1, TCR-CD3 inh -5.2, TDP2 inh 4.5, SIAE primary -6.7, LEDGF integ inh -4.2 and PRMT1 FP inh 2.3.
Screening CC(C)Cc1cc(C(=O)Nc2cc(Br)ccc2O)no1 returned HTRA1 inhibitor -26.0, NR1D1 modulator -5.4, mABHD4 FP -22.9, rCAG binder 18.1, PG9 Ab binder 0.2, TCR-CD3 inh -6.2, TDP2 inh -9.8, SIAE primary -13.5, LEDGF integ inh 2.9 and PRMT1 FP inh 5.0.
`Cc1cc(C(=O)OCc2nnc(-c3ccccc3)o2)c(C)n1-c1ccccc1` gave HTRA1 inhibitor -32.3, NR1D1 modulator -0.7, mABHD4 FP -5.4, rCAG binder 5.7, PG9 Ab binder 2.0, TCR-CD3 inh -6.6, TDP2 inh -4.0, SIAE primary 2.4, LEDGF integ inh -0.5 and PRMT1 FP inh -2.9.
`O=C(CCn1c(=O)oc2ccccc21)NCCN1CCc2ccccc2C1` gave HTRA1 inhibitor 6.4, NR1D1 modulator -5.0, mABHD4 FP -11.4, rCAG binder -3.3, PG9 Ab binder 1.9, TCR-CD3 inh -8.3, TDP2 inh 7.1, SIAE primary 1.5, LEDGF integ inh 1.4 and PRMT1 FP inh 3.9.
Screening COc1cccc(CC(=O)Nc2ccc(-c3csc(C)n3)cc2)c1 returned HTRA1 inhibitor -14.4, NR1D1 modulator -1.5, mABHD4 FP 0.7, rCAG binder -1.1, PG9 Ab binder -2.5, TCR-CD3 inh -2.5, TDP2 inh 6.5, SIAE primary -3.9, LEDGF integ inh -0.6 and PRMT1 FP inh -3.3.
Screening Cc1ccc(NS(=O)(=O)c2cccc(C(=O)O)c2)cc1S(=O)(=O)N1CCOCC1 returned HTRA1 inhibitor 1.4, NR1D1 modulator 7.7, mABHD4 FP 4.7, rCAG binder 2.5, PG9 Ab binder -0.2, TCR-CD3 inh 6.2, TDP2 inh 6.1, SIAE primary 0.5, LEDGF integ inh 1.8 and PRMT1 FP inh -1.0.
Screening CCOC(=O)C(CCCCCOc1ccccc1[N+](=O)[O-])C(=O)OCC returned HTRA1 inhibitor -6.8, NR1D1 modulator 13.9, mABHD4 FP -0.1, rCAG binder -3.1, PG9 Ab binder -1.9, TCR-CD3 inh -1.2, TDP2 inh -8.4, SIAE primary 0.1, LEDGF integ inh 1.9 and PRMT1 FP inh -1.7.
For Cc1ccc2nc(-c3ccccc3)cc(C(=O)NCCCn3ccnc3)c2c1 the results were HTRA1 inhibitor -3.5, NR1D1 modulator -4.8, mABHD4 FP 5.0, rCAG binder -3.1, PG9 Ab binder -0.3, TCR-CD3 inh -3.2, TDP2 inh 1.7, SIAE primary 2.9, LEDGF integ inh -0.4 and PRMT1 FP inh 0.8.
